Shn3 inh set2 = Schnurri-3 reporter inhibition in Clone20 osteoblasts; Clone20 osteoblast Shn3 3'UTR firefly luciferase, 24 h; inhibition, % at 12.5 µM; 0.52% of 360,000 active; AID 588674;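 active = mean inhibition of at least 75% with every replicate also reaching 75%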;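 also: 0% = median of neutral control wells and 100% = pilot-screen positive control compound; some compounds past the cut are filed as inactive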
NCOA3 inh = inhibits human SRC3 coactivator. Q9Y6Q9. inhibition, % at 3.6 µM. HEK293 GAL4-SRC3 luciferase reporter, luminescence. 0.17% of 360,000 active;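 active = inhibition above a per-campaign cutoff, the mean of all compounds plus 3 SD, cut at about 60% in these data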;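 also: 0% = DMSO-treated cells and 100% = gossypol-treated cells at 36 µM; higher means less SRC3-driven luciferase light from the GAL4 reporter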
Target sequence (Q9Y6Q9 whole entry, looked up, the tested form may be a part): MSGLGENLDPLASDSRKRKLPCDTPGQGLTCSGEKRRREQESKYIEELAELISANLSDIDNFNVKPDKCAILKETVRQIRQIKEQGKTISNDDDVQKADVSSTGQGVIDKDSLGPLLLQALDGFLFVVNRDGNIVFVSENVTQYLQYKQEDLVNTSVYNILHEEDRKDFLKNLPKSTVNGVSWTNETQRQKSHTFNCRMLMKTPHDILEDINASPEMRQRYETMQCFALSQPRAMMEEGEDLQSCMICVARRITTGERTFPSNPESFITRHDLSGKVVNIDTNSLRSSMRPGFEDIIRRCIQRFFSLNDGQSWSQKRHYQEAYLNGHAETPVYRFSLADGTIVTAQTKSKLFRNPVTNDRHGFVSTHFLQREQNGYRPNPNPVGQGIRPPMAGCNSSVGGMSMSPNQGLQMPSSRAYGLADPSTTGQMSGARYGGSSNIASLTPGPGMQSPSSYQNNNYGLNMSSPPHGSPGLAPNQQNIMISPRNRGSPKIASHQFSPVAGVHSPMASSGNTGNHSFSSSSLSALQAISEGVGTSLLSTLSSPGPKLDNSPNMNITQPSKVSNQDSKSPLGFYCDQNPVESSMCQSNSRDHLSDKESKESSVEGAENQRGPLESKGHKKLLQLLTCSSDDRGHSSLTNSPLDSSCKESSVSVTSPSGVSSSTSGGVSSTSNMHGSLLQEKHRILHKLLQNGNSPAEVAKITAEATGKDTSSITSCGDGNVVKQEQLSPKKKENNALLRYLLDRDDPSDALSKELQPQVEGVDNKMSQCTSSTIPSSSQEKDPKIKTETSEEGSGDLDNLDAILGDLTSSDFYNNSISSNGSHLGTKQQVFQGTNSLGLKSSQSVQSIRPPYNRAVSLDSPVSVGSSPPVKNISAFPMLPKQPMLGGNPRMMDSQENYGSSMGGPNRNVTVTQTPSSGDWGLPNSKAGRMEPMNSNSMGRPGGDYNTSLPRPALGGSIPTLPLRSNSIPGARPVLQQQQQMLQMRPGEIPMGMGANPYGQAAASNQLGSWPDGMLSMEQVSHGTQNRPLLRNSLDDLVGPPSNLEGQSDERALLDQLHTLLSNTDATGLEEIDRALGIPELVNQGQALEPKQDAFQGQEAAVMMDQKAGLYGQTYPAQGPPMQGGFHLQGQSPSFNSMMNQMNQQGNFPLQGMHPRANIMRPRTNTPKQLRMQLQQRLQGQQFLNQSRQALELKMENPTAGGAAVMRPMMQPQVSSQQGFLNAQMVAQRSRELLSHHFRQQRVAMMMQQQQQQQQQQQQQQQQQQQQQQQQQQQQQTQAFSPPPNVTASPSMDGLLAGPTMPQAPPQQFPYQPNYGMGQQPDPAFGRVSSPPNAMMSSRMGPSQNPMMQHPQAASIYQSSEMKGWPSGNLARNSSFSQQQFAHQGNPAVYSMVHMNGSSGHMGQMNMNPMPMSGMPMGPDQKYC
KKLEB tox = CF airway cell cytotoxicity counter-screen. KKLEB CF airway cells viability, ATPlite luminescence, overnight; active compounds read low; cells stimulated with P. aeruginosa culture filtrate. activity change (cytotoxicity), % at 5 µM. 0.36% of 360,000 active. AID 602141;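 active = corrected activity change at or below -50% at 5 µM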
TROY signal inh = inhibitors of TROY-dependent NF-kB signaling; Q293 LMP1-TROYcd NF-kB luciferase reporter, 4 h; inhibition, % at 10 µM; 0.98% of 360,000 active; AID 1347056;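 active = compounds whose plate-normalised and pattern-corrected inhibition of the luciferase reporter signal at the single screening dose is 50% or more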
LMP1 NFkB inh = inhibitors of Epstein-Barr LMP1-induced NF-kappaB reporter | 0.69% of 350,000 active | LMP1-induced NF-kappaB luciferase reporter cells, luminescence | inhibition, % at 12.5 µM; in the data active = inhibition above about 41%;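 also: 0% = neutral control wells and 100% = reference inhibitor control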
COUP-TFII inh = inhibitors of human COUP-TFII (NR2F2). P24468. HEK293T NGFI-A luciferase reporter, luminescence. inhibition, % at 8.6 µM. 0.7% of 370,000 active. AID 686940;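 active = inhibition above a per-plate cutoff, mean inhibition of test wells between control levels plus 3 SD, cut at about 38% in these data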;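 also: cells cotransfected with COUP-TFII expression vector driving the NGFI-A reporter; 0% = median of COUP-TF2 test wells and 100% = reporter-only cells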
C8 TRAIL sens = caspase-8 TRAIL sensitization | NB7+C8 cells + TRAIL, ATPlite viability luminescence | inhibition (viability loss, TRAIL sensitization), % at 10 µM | 1% of 360,000 active | AID 624354;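 active = compounds causing at least 50% loss of cell viability in the single-dose screen, relative to plate controls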
TWEAK Fn14 block = blocks TWEAK-Fn14 interaction in a reporter cell assay | TWEAK-stimulated Fn14 reporter cells, luciferase luminescence, 8 h | inhibition, % at 10 µM | 2% of 360,000 active | AID 1159606; in the data active = inhibition above about 50%
NR5A2 inv ag = NR5A2 inverse agonism in reporter assay | 0.13% of 360,000 active | inhibition, % at 3.6 µM | AID 602396 | HEK293T StAR-luciferase reporter, LRH-1 transfected, 24 h;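 active = inhibition above the mean inhibition of all tested compounds plus 3 SD, cut at about 73% in these data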;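 also: 0% = DMSO wells and 100% = reporter-only cells lacking LRH-1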
CF NFkB inh = cystic fibrosis NF-kB activation inhibition | AID 588850 | inhibition, % at 5 µM | KKLEB NF-kB-GFP reporter, PAF-induced, GFP fluorescence overnight | 0.86% of 360,000 active;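 active = at least 50% inhibition at 5 µM, scaled per plate between neutral and stimulator controls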;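 also: PAF is a Pseudomonas aeruginosa culture filtrate used as stimulus; plate controls were PAF-stimulated DMSO wells for no effect and unstimulated DMSO wells for full effect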
SRC1 inh = inhibits human SRC1 coactivator; Q15788; inhibition, % at 3.6 µM; HEK293 GAL4-SRC1 luciferase reporter, luminescence; 0.12% of 360,000 active;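 active = inhibition above the campaign mean plus 3 SD, with each screening campaign given its own cutoff, cut at about 60% in these data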;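 also: 0% = DMSO treated cells and 100% = gossypol at 36 µM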
Starred values were filed as active, the others as inactive; . = not tested or not shown. Only part of the results is shown. The share of hits here may be higher or lower than overall.

Molecule	NCOA3 inh	KKLEB tox	SRC1 inh	NR5A2 inv ag	Shn3 inh set2	TROY signal inh	C8 TRAIL sens	CF NFkB inh	COUP-TFII inh	TWEAK Fn14 block	LMP1 NFkB inh
C[C@H](CO)N1C[C@H](C)[C@@H](CN(C)S(=O)(=O)c2cn(C)cn2)Oc2ccc(NC(=O)NC3CCCCC3)cc2C1=O	-23	9	-41	9	-4	-15	-1	-6	1	-8	1
CCC1CN(C(=O)N2CCC(C(=O)NCCc3ccccc3OC)CC2)c2ccccc2O1 (stereo not drawn)	-3	2	-9	5	26	18	7	-2	15	6	8
O=C1COc2ccc(C(=O)COC(=O)COc3ccccc3[N+](=O)[O-])cc2N1	23	-15	12	6	9	22	-10	11	0	0	0
CCCCn1c(N)c(N(CCC(C)C)C(=O)c2oc3ccc(OCC)cc3c2C)c(=O)[nH]c1=O	-4	3	-12	3	0	-25	-7	-3	2	14	-4
Cn1c(/C=C/c2cccc([N+](=O)[O-])c2)c([N+](=O)[O-])c(=O)n(C)c1=O	49	5	35	9	-15	22	11	46	-17	57*	16
C=CCc1ccccc1OCC(=O)N/N=C/c1ccc(OC(C)=O)cc1OC(C)=O	30	-10	31	9	70	-46	50*	15	4	-12	22
CCC/C(=N\NC(=O)C1CCCC1)c1ccccc1	-5	-11	24	-31	0	-1	-4	-18	10	2	3
O=C(C(=O)N1CCCC1)c1c(-c2ccccc2)[nH]c2ccccc12	12	4	6	15	-8	1	-15	5	-3	4	3
COC(=O)CCC(=O)NNC(=O)c1ccc(Br)cc1	-38	11	-3	-5	6	-2	-10	-10	5	2	-2
CNC(=O)C1=C(C)NC(=S)NC1c1cccs1 (stereo not drawn)	-8	-6	-2	-1	8	11	3	10	2	-18	-4
Cn1c(NC(=O)CCC2CCCCC2)cc(=O)n(C)c1=O	-99	-12	-87	-150	-37	-46	-7	-6	-46	6	-32
COc1ccc2c(c1)c(=Cc1ccc(N(C)C)cc1)c1cc(-c3ccccc3)[n+](C)n12	73*	-44	64*	91*	93*	69*	47	27	76*	100*	-1
COc1ccc(Cc2nnc(NC(=O)C3CC(=O)N(c4ccc(OC)cc4)C3)s2)cc1 (stereo not drawn)	3	12	-10	8	2	7	-11	1	-29	18	-1
Cc1cccc(NC(=S)NCc2ccc(F)cc2)c1	3	19	-12	-3	-11	-11	9	-2	-2	-1	-7
O=c1[nH]c(NC2CCN(S(=O)(=O)c3ccccc3C(F)(F)F)CC2)nc2c1CCCC2	5	9	4	-5	30	36	-7	15	5	32	53*
CCOC(=O)COc1nc(C)cc(C(F)(F)F)c1C#N	12	0	1	17	-10	6	4	-2	19	-11	15
CCOc1cccc(OCCOCCOc2ccccc2C(C)=O)c1	6	11	6	2	12	3	-11	-14	-5	-30	-3
CC(C)(C)c1ccc(C(=O)NCc2ccccc2)cc1	-56	-11	-73	-44	-102	-56	4	0	-34	-13	-24
C[C@H](CO)N1C[C@H](C)[C@H](CN(C)S(=O)(=O)c2ccc(Cl)cc2)OCc2cnnn2CCCC1=O	12	-9	-7	-3	-8	-11	-1	-5	2	-4	-3
CCn1c(C)nc2cc(C(=O)NNC(=O)[C@@H](NC(=O)c3cc(OC)cc(OC)c3)C(C)C)ccc21	0	-20	-10	-12	5	-10	17	14	1	-2	9
Cc1cccc(NC(=O)CSc2ncnc3sc(C)c(C)c23)n1	-16	-15	-6	-42	20	17	10	-1	18	-12	-2
O=C(COc1ccc(F)cc1)c1ccc2c(c1)CCCC2	-78	-2	-118	-112	-35	-29	-11	-2	-17	2	-21
CCOC(=O)NC(=O)/C(C#N)=N\Nc1ccc(Cl)cc1	5	5	-39	2	-1	-6	-3	-14	-1	-1	2
COc1cccc(/C=N/NC(=O)C(C)Cn2cnc3ccccc32)c1 (stereo not drawn)	10	7	-43	-6	-3	-5	-14	0	2	-1	-1
CCCCNC(=O)c1cnc(Cc2c[nH]c3ccccc23)c(I)c1	-29	-6	-12	-43	-13	-6	33	8	5	-10	.
O=[N+]([O-])c1ccc(S(=O)(=O)NNC(=S)NCCc2ccccc2)cc1	7	1	2	-5	4	-8	-13	0	16	-10	-3
O=[N+]([O-])c1cc(S(=O)(=O)N2CCCCC2)ccc1NCCCN1CCOCC1	5	16	5	-2	2	-6	1	-2	3	1	6
CCOc1ccc(C(=O)CCC(=O)N2CCN(c3ncccn3)CC2)cc1	-10	8	-12	16	12	-6	-1	7	-2	-1	-1
COc1ccc(C(=O)N2CCN(C)C(=O)[C@@H]2C)cc1OC1CCN(C(C)C)CC1	19	14	-21	10	10	-8	-16	-20	-1	2	1
O=C(Nn1cnnc1)c1ccc(Cl)c([N+](=O)[O-])c1	18	-2	1	5	-25	-8	11	12	-15	15	9
COc1ccc(C(=O)Nc2nncs2)c(OC)c1	-78	-12	-59	-63	-75	-54	22	-3	-48	-16	-31
Cc1ccc(NC(=O)Cc2ccsc2)cc1S(=O)(=O)N1CCOCC1	-10	8	-1	6	-7	-6	-10	-12	1	0	1
Cc1cc(C(=O)COC(=O)CC(NC(N)=O)c2ccc(Cl)cc2)c(C)n1C (stereo not drawn)	-7	-13	-14	3	6	-11	-5	25	-9	3	-6
COCCn1c(SCC(=O)Nc2cccc(OC)c2)nc2c(oc3ccccc32)c1=O	7	-16	0	1	-5	-7	-11	16	-15	20	10
COc1ccc(S(=O)(=O)NCC(=O)NCc2cc(=O)n(C)c(=O)n2C)cc1	8	-17	1	2	-7	1	-8	-1	23	-11	-4
COc1cc(C2NC(=O)NC(C)=C2C(=O)OC2CCCCC2)cc(Cl)c1O (stereo not drawn)	0	5	3	4	9	-5	0	13	17	-8	-16
Cc1cc(Nc2ccc3c(c2)OCCO3)c2cccc(C)c2n1	20	2	-3	0	-23	-6	-1	-14	4	-1	0
N/C(=N\OC(=O)COc1ccccc1Cl)c1ccccn1	-79	1	-94	-157	-47	-24	21	-2	-28	-2	26
COC(=O)C1(O)CC(CC(C)C)=NN1C(=O)c1ccccc1 (stereo not drawn)	1	3	-11	-21	0	-34	7	2	1	-29	3
CCOc1ccc(N2C(=O)CC(N3CCN(c4ccccc4OC)CC3)C2=O)cc1 (stereo not drawn)	-5	2	-16	2	5	11	4	2	19	3	-6

A portion from the list above, for reference:
Molecule	NCOA3 inh	KKLEB tox	SRC1 inh	NR5A2 inv ag	Shn3 inh set2	TROY signal inh	C8 TRAIL sens	CF NFkB inh	COUP-TFII inh	TWEAK Fn14 block	LMP1 NFkB inh
COc1cccc(/C=N/NC(=O)C(C)Cn2cnc3ccccc32)c1 (stereo not drawn)	10	7	-43	-6	-3	-5	-14	0	2	-1	-1
CCCCNC(=O)c1cnc(Cc2c[nH]c3ccccc23)c(I)c1	-29	-6	-12	-43	-13	-6	33	8	5	-10	.

The listing continues:
Molecule	NCOA3 inh	KKLEB tox	SRC1 inh	NR5A2 inv ag	Shn3 inh set2	TROY signal inh	C8 TRAIL sens	CF NFkB inh	COUP-TFII inh	TWEAK Fn14 block	LMP1 NFkB inh
Cc1cccc(OCC(=O)NC(=S)Nc2ccc(S(=O)(=O)NC3CCCCC3)cc2)c1	5	14	13	13	24	38	13	-10	15	9	9
COCCNC(=O)/C(C#N)=C/c1cc(C(C)C)c(OC)cc1C	9	8	-2	6	10	-2	-3	-7	-3	7	1
Cc1ccccc1CN1CCN(CCCc2ccccc2)C(CCO)C1 (stereo not drawn)	2	1	4	8	6	8	5	-11	-3	-4	1
COc1cc(S(=O)(=O)N(Cc2ccccc2)Cc2ccccn2)ccc1-n1cnnn1	1	2	5	11	9	0	-18	8	14	11	-7
Cc1ccc(S(=O)(=O)N2C[C@]3(O)C[C@@H]4C(=O)N(c5ccccc5)C(=O)[C@@H]4C[C@]3(OC(=O)NCC3CCCCC3)C2)cc1	-12	8	-3	-4	-1	-37	-6	-6	-16	-16	-5
Cc1ccc(C(=O)c2cn[nH]c2-c2ccccc2O)cc1	-34	4	-8	-56	-17	13	0	-1	-15	20	1
Cc1ccc(S(=O)(=O)NNC(=O)Nc2cccc(F)c2)c(C)c1	-13	14	-14	-1	1	3	24	-18	-31	19	2
CS(=O)(=O)c1ccc(Cl)c(C(=O)O)c1	-6	-3	-1	6	5	-3	-28	9	8	10	-1
CC(C)S(=O)(=O)c1csc(C(=O)NN)c1Cl	8	0	2	-1	7	-16	8	9	1	1	.
COCCCNC(=O)c1cccc(S(=O)(=O)N2CC3(C)CC2CC(C)(C)C3)c1 (stereo not drawn)	21	-6	0	-2	7	0	-10	-9	5	5	1
C[C@@H](NC(=O)[C@@H]1Cc2ccccc2CN1)C(=O)NC1CCCC1	18	28	8	5	1	2	4	-8	-29	-1	4
CCOC(=O)C(C)Oc1ccc(OCc2ccccc2)cc1 (stereo not drawn)	-2	14	0	-1	-7	-22	-14	-11	12	-19	-2
COc1ccc(NC(=O)CN(C)C(=O)CCCSc2nc3ccccc3[nH]2)cc1	-13	-6	5	16	-23	-6	-12	21	-13	-3	3
Cn1c(=O)[nH]c(=O)c2c1nc(N1CCCCCC1)n2CCCSc1nc2ccccc2o1	-1	-14	-3	11	9	-12	-2	-10	0	0	-5
COc1cc(O)sc1C=Nc1ccc(Cl)cc1	-33	4	-31	-19	-60	-44	-4	-20	-31	-17	-73
CCOc1ncccc1C(=O)OCC(=O)NCCc1ccccc1	-7	-6	-6	11	-2	-5	-9	-8	11	-5	-1
